EPAC1 antag: blocks human EPAC1 exchange factor; O95398; EPAC1 GEF assay, Rap1b-BODIPY-GDP exchange fluorescence; Potency, µM (titrated, usually from 115 µM), inactives show at the top dose activity change, negative = inhibition, usual class: inhibitors; 360,000 tested, 0.14% active;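 further: potency means the concentration at half of the fitted maximal effect; plate controls were vehicle for no effect and positive control for full effect; nearly all actives have a fitted effect of over 50% in size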
CCT modulator: cytosolic chaperonin activity modulation; 360,000 tested, 0.3% active; activity change, % (concentration not given with the values), hits read low; purified chaperonin ATPase assay, HTRF ADP detection, 30 min; in the data active means activity change below about -30%; further: on the % scale 0 is the no-effect control and ±100 the full control effect
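Enzyme 40 or 20 nM (batch-dependent) in Tris pH 7.4/KCl/MgCl2/DTT; cpd 76 uM single point; ATP 10 uM; 30 min 37 °C; Transcreener ADP HTRF detection, 30 min RT; ratio 665/615.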
IL2 activator: IL-2 activation; AID 652025; IL-2 activation reporter assay, cell-based qHTS; stimulated with anti-CD3/CD4/CD28 beads; in transgenic mouse T cells; 360,000 tested, 0.065% active; activation, % (series mostly up to about 46 µM); in the data active means activation above about 50%; inconclusive means mostly about 30% to 49%; further: 0% is about no effect
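First, unstimulated transgenic mouse T cells were exposed to compound for 60 min. Next, anti-CD3/anti-CD4-coated beads with anti-CD28 were added. Finally, after 18 h at 37 degrees C, EGFP and DsRed were imaged.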
PI5P4Ka inh: blocks human PI5P4K alpha kinase activity. P48426. PI5P4Kalpha enzyme, ADP-Glo luminescence, 60 min; stronger effect = lower value. max response, %. 330,000 tested, 1.2% active. AID 652105; active means max response of -50% or lower; inconclusive means between -30% and -50%; inactive means -30% or higher; further: value at the top dose of about 77 µM; on the % scale 0 is the no-effect control and ±100 the full control effect
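Reactions run in 0.038 M HEPES pH 7.4, 0.28 mM EGTA, 0.1% CHAPS and 5% DMSO, with PI5P4Kalpha, substrate, compound and 5 microM ATP final, one hour at room temperature. Readout is ADP-Glo luminescence.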
EPAC2 agonist: EPAC2 (human) agonism; Q8WZA2; EPAC2 activation, biochemical qHTS; response scale: 100% = 6.5 mM cAMP response; Potency, µM (highest dose often 154 µM), inactives show at the top dose activation, usual class: activators; 360,000 tested, 0.079% active; further: potency means the concentration at half of the fitted maximal effect; nearly all actives have a fitted effect of over 50% in size
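Setup: EPAC2 100 nM, labeled Rap1B complex 250 nM, free GDP 50 uM. Compound titrations pinned in, brief spin, 5 min room temperature incubation. Kinetic fluorescence read over 30 min, normalized to 6.5 mM cAMP.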
PLK1 PBD block: inhibitors of human PLK1 polo-box domain binding; 360,000 tested, 2.8% active; Potency, µM, inactives show max response, negative = inhibition, usual class: inhibitors; Plk1 PBD binding of FITC phosphopeptide, fluorescence polarization; further: potency means the concentration at half of the fitted maximal effect; series mostly up to about 57 µM; on the % scale 0 is the no-effect control and ±100 the full control effect; nearly all actives have a fitted effect of over 65% in size
WRN helicase inh: WRN helicase (human) inhibition | Potency, µM (highest dose often 114 µM), for inactives: at the top dose activity change, negative = inhibition, usual class: inhibitors | Q14191 | WRN helicase unwinding, fluorescent forked duplex, kinetic | 360,000 tested, 0.46% active; further: potency means the concentration at half of the fitted maximal effect; on the % scale 0 is the no-effect control and ±100 the full control effect; nearly all actives have a fitted effect of over 55% in size
Target sequence (Q14191 whole entry, looked up): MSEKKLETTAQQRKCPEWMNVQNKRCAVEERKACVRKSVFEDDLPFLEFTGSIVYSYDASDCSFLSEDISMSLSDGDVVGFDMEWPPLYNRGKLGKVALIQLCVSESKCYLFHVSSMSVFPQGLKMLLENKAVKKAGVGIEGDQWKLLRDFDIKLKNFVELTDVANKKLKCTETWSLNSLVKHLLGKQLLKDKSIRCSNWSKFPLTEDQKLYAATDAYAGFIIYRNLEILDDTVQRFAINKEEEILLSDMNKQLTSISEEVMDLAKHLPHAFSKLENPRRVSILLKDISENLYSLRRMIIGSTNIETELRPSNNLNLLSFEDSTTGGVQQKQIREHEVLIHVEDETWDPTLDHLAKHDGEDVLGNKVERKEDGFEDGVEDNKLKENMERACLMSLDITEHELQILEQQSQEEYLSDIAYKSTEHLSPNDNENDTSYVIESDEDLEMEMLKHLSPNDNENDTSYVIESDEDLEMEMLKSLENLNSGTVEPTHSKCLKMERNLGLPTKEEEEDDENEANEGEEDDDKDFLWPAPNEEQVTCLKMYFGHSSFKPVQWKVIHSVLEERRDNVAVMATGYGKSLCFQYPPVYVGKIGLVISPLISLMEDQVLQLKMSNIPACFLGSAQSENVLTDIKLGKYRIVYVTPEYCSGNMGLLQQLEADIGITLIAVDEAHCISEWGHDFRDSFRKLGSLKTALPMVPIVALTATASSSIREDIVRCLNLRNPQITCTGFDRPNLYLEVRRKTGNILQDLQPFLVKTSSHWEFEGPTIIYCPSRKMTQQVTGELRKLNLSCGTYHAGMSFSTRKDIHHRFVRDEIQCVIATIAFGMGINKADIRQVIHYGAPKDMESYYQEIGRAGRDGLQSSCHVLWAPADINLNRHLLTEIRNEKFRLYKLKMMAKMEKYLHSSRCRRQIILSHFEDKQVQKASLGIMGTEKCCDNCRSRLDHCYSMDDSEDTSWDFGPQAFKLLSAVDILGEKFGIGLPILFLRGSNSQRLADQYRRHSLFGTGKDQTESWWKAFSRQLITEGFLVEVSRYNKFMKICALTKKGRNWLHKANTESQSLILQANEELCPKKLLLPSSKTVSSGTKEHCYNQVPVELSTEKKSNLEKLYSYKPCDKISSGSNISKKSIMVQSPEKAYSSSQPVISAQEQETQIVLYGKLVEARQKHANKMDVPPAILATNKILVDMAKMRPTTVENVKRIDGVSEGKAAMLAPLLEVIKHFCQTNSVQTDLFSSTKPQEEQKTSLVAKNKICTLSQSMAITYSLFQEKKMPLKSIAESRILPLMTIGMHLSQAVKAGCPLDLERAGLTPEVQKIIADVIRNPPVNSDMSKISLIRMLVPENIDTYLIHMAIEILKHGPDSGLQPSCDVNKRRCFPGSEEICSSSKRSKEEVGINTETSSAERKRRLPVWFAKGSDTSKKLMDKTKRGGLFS
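Kinetic fluorescence helicase assay: unwinding of a quenched forked DNA duplex (100 nM final) with 2 mM ATP final raises red fluorescence (525/598 nm). Compounds sat 15 min at room temperature with 20 nM WRN beforehand.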
EPAC1 agonist: agonists of human EPAC1 | EPAC1 agonist qHTS, biochemical assay; response scale: 100% = response to 6.5 mM cAMP | 360,000 tested, 0.073% active | Potency, µM (series often up to 154 µM), for the others: at the top dose activation, most hits filed as activators | AID 720707 | O95398; further: potency means the concentration at half of the fitted maximal effect; nearly all actives have a fitted effect of over 60% in size
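EPAC1 100 nM, Rap1B–BODIPY-GDP 250 nM, unlabeled GDP 50 uM; compound titration; 5 min RT; kinetic read ex480/em540 at 5-min intervals ×30 min; data normalized to 6.5 mM cAMP agonist control.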
Starred values were filed as active, the others as inactive; ? = inconclusive; / = no result given; [ ] = remark or other dose. Unless noted, the call rests on the fitted dose curve; in most records, active means well fitted curve in the direction sought with a large enough effect; inconclusive means small, poorly fitted or top-dose-only effect, or another doubt; inactive means no such curve, though single readings can be large; an effect the other way counts as inactive or inconclusive.

SMILES	EPAC1 antag	CCT modulator	IL2 activator	PI5P4Ka inh	EPAC2 agonist	PLK1 PBD block	WRN helicase inh	EPAC1 agonist
Cc1ccc(NS(=O)(=O)c2ccc(N/N=C/c3ccccc3OCC(=O)O)c([N+](=O)[O-])c2)c(C)c1	?	-6.9	-3.0	0	12%	?	-34%	?
Cc1ccc(N=C2NC(=O)CC(C(=O)Nc3ccc4c(c3)OCO4)S2)cc1 (stereo not given)	-2%	1.8	0.0	0	-8%	2%	-13%	-3%
COc1ccccc1NC(=O)CSc1ncn(-c2ccccc2)n1	1%	-0.9	-0.3	-2	-1%	-3%	-2%	-1%
CSCCC(NC(=O)OC(C)(C)C)C(=O)NC(CC(C)C)C(N)=O (stereo not given)	-26%	2.8	-0.6	2	-4%	-7%	-21%[57.1 µM]	-26%
Cc1ccc(/C=C/C(=O)Nc2ccc(N(C)C)cc2)o1	2%	-0.9	-0.8	-15	7%	2%	-7%	-2%
COC(C(=O)Nc1ccc(Cl)cc1C)c1ccccc1 (stereo not given)	8%	0.9	-0.1	-1	4%	0%	-6%	-6%
Cc1ccc2c(Cl)c(C(=O)Nc3ccc4c(c3)OCO4)sc2c1	0%	-1.9	1.6	-16	1%	4%	-6%[57.1 µM]	-8%
O=C(O)c1cccc(OCCN2CCCC2=O)c1	-28%	-5.1	-1.0	1	0%	7%	-5%	0%
COc1cc(CN2CCC(C(=O)NC(C)(C)C)CC2)ccc1OCc1ccccc1	6%	-0.9	0.0	1	0%	-3%	-4%	15%
CC1CC(C)CN(CCCNC(=O)Cn2cccc2C(=O)c2ccccc2)C1 (stereo not given)	0%	0.6	1.0	3	7%	3%	1%	-9%

2 entries from above, bar-delimited:
molecule | EPAC1 antag | CCT modulator | IL2 activator | PI5P4Ka inh | EPAC2 agonist | PLK1 PBD block | WRN helicase inh | EPAC1 agonist
Cc1ccc(/C=C/C(=O)Nc2ccc(N(C)C)cc2)o1 | 2% | -0.9 | -0.8 | -15 | 7% | 2% | -7% | -2%
COC(C(=O)Nc1ccc(Cl)cc1C)c1ccccc1 (stereo not given) | 8% | 0.9 | -0.1 | -1 | 4% | 0% | -6% | -6%

Ordered by the number under IL2 activator (largest number first): some entries from above.
structure	EPAC1 antag	CCT modulator	IL2 activator	PI5P4Ka inh	PLK1 PBD block	WRN helicase inh
CC1CC(C)CN(CCCNC(=O)Cn2cccc2C(=O)c2ccccc2)C1 (stereo not given)	0%	0.6	1.0	3	3%	1%
COC(C(=O)Nc1ccc(Cl)cc1C)c1ccccc1 (stereo not given)	8%	0.9	-0.1	-1	0%	-6%
COc1ccccc1NC(=O)CSc1ncn(-c2ccccc2)n1	1%	-0.9	-0.3	-2	-3%	-2%
O=C(O)c1cccc(OCCN2CCCC2=O)c1	-28%	-5.1	-1.0	1	7%	-5%

Next part:
SMILES	EPAC1 antag	CCT modulator	IL2 activator	PI5P4Ka inh	EPAC2 agonist	PLK1 PBD block	WRN helicase inh	EPAC1 agonist
Cc1c(C(=O)OCC(=O)N(C)c2ccccc2)oc2ccccc12	-7%	0.0	-4.0	0	9%	4%	-18%	3%
Cc1cccc(NC(=S)Nc2ccc(Oc3ccccc3)cc2)n1	-20%	-0.6	1.1	7	9%	-12%	-23%	10%
Cc1cc(C)c2c(N)c(C(=O)c3ccccc3)oc2n1	7%	1.5	-2.6	/	2%	-3%	1%	-7%
N#Cc1c(N)nc(Sc2ccc(Cl)cc2)c(C#N)c1-c1ccccc1Cl	-26%	2.0	-4.9	1	20%	5%	-3%	5%
COC(c1ccccc1)c1nnc(CCC(=O)NC2C3CC4CC(C3)CC2C4)o1 (stereo not given)	5%	-2.8	-2.4	-4	2%	0%	3%	-13%
O=C(CN1c2ccccc2Sc2ccccc21)N/N=C/c1ccc(Cl)cc1Cl	-5%	-3.8	2.2	0	11%	-11%	-8%	10%
CCOc1ccc(N2C(=O)c3ccccc3C2O)cc1 (stereo not given)	-4%	-1.5	0.0	-3	3%	1%	4%	-11%
CC(C)C[C@H]1CNC(=S)N1C[C@H]1CCCN1C[C@H](CC(C)C)N1C[C@H](Cc2ccccc2)N(CCc2ccccc2)C1=S	2%	1.0	-0.7	16	4%	3%	-9%	-4%
COCn1c(COc2ccc3ccccc3c2)nc2ccccc21	-10%	0.1	-0.4	-8	5%	-2%	-5%	0%
O=c1[nH]cnc2c1sc1nc(C(F)F)cc(-c3ccccc3)c12	-4%	-3.4	-3.7	-10	14%	-8%	-14%	14%
CN(C)c1ccc(-c2ccnc3c2CC(C)(C(=O)NCCc2ccccc2)O3)cc1 (stereo not given)	-9%	-1.4	-0.5	-4	10%	3%	-2%	2%
O=C(C[n+]1ccc(/C=C/c2ccccc2)cc1)c1ccc2c(c1)OCCO2	-18%	-66*	-2.0	6	1%	-6%	-9%	9%
CC(=NO)c1cc(Br)c2cccc3c2c1CC3	-21%	0.4	-0.4	33	13%	-13%	-5%	16%
O=C1CN(C(=O)c2ccccc2F)c2ccccc2N1	3%	2.9	-1.4	/	2%	0%	-2%	-5%
Cn1c(=O)c2c(nc(Oc3ccccc3Cl)n2C)n(C)c1=O	-18%	-4.4	-1.9	-6	7%	-10%	0%	-14%
CCN1CCN(Cc2c(C)[nH]c3ccc(OC)cc3c2=O)CC1	3%	3.4	-0.2	-6	8%	1%	6%	-3%
Cn1c(=O)c2c(nc(SCCN3CCOCC3)n2Cc2ccc(F)cc2)n(C)c1=O	2%	-2.5	-1.7	/	3%	-1%	1%	-11%
COc1ccc(C(=O)CSc2ccc(-c3ccccc3)nn2)cc1	-10%	-2.9	-0.3	5	16%	-8%	-21%	23%
COc1ccc(C2=NCCn3cccc32)c(OC)c1	11%	-2.6	3.5	-6	-1%	0%	13%	7%
O=C(CCCC(=O)N(CC(=O)NC1CCCCC1)CC1CCCO1)Nc1ccccn1 (stereo not given)	0%	-1.7	-0.4	3	5%	-9%	-8%	4%
CCc1nc(CN2CCCC(C(=O)c3ccc4c5c(cccc35)CC4)C2)c(C)[nH]1 (stereo not given)	29%	0.2	-4.1	0	6%	-11%	11%	12%
CCc1cccc(C)c1NC(=O)C1CC=CCC1C(=O)O (stereo not given)	-15%	-0.7	1.2	-2	8%	-24%	-7%	1%
CC1(c2ccc(OC(F)F)cc2)NC(=O)N(CC(=O)NC2CCCC2)C1=O (stereo not given)	11%	-0.9	0.3	3	12%	-13%	2%	2%
CCN1CCc2c(C#N)c(N3CCOCC3)nc(N3CCOCC3)c2C1	7%	1.3	3.2	-6	0%	-4%	-6%	3%
O=C(Cc1c(Cl)cccc1Cl)Nc1ccncc1Cl	4%	0.6	-1.6	2	3%	3%	10%	-14%
S=C(Nc1cccnc1)N1CCN(c2ccccc2Cl)CC1	-22%	1.1	-1.3	-5	11%	-8%	-5%	3%
CCOC(=O)c1c(NS(=O)(=O)Cc2ccccc2)sc2c1CCCC2	5%	0.6	-1.2	/	10%	?	-13%	5%
COCCCN1C(=O)C(=O)/C(=C(/O)c2ccc3c(c2)CC(C)O3)C1c1cccnc1 (stereo not given)	-2%	2.2	-0.2	3	2%	-5%	-7%	-3%
O=C(CCc1ccc(S(=O)(=O)NC2CCCCC2)cc1)NCc1ccc(Cl)cc1	2%	1.6	-1.5	-4	-4%	-5%	-4%	-6%
CCOc1ccc(N(C)C(=O)CCc2nnc3ccc(N4CCC5(CC4)OCCO5)nn23)cc1	-8%	-1.7	-1.6	3	3%	?	5%	2%
CN(C(=O)CC1C(=O)NCCN1Cc1ccc(F)cc1Cl)C1CCCCC1 (stereo not given)	5%	0.5	-0.9	1	-4%	-12%	15%	-12%
O=C(c1ccccn1)c1ncc(C(F)(F)F)cc1Cl	2%	1.4	-0.6	/	3%	4%	-9%	-1%
CCOC(=O)C(C(=O)N1CCOCC1)C1CCCCC1 (stereo not given)	-4%	-12	3.1	/	8%	-8%	-9%	7%
O=C(C1CC(c2ccccc2O)=NO1)N1CCCC1 (stereo not given)	13%	-1.2	0.9	/	8%	1%	-5%	5%
O=C(Nc1ccc(Cl)cc1F)c1cccc2ccccc12	6%	0.5	-1.9	7	-2%	-5%	3%	9%
CC[C@H](C)[C@H]1CNC(=S)N1CC1CCN(CCC(C)(C)C)CC1	-6%	2.5	-0.3	-1	9%	-1%	9%	5%
CC(=O)Nc1ccc(N/C=C(\C=O)c2nc3ccccc3o2)cc1	?	0.8	1.3	6	8%	-12%	1%[57.1 µM]	-3%
CCCC(=O)N1CCC1(C)C(=O)Nc1ccc(-n2cncn2)cc1 (stereo not given)	-3%	-1.2	-0.3	-3	10%	-11%	4%	7%
COCCn1c(SCC(=O)c2ccc3c(c2)OCCO3)nnc1C(C)C	-22%	-2.8	-1.6	-8	-3%	0%	6%	11%
Cc1ccc(CSCC(=O)Nc2ccccc2)cc1	-6%	-0.2	0.2	5	1%	-2%	-4%	4%
O=c1[nH]c(/C(Cl)=C/c2cccc(C(F)(F)F)c2)nc2cc(Cl)ccc12	16%	-0.9	2.9	-2	-14%	2%	14%	9%
CC(C)(C)c1ccc(CC(=O)N2CCC2(C)C(=O)NCCC#N)cc1 (stereo not given)	-7%	0.2	-0.4	0	-2%	1%	0%[57.1 µM]	-1%
COc1ccc(COn2c(=O)c(C)[n+]([O-])c3ccccc32)cc1OC	10%	1.0	7.2	-3	-3%	1%	0%	2%
Cc1ccccc1NC(=O)CSc1nc2cc3c(cc2cc1C)CCC3	4%	-2.4	-2.9	/	4%	-8%	-7%	0%
Cn1c(=O)c2c(nc(NCc3cccnc3)n2Cc2cccc(C(F)(F)F)c2)n(C)c1=O	2%	2.0	0.2	0	2%	0%	9%	-6%
O=C1CN(C(=O)c2ccc(Cl)c(S(=O)(=O)N3CCc4ccccc43)c2)c2ccccc2N1	1%	0.9	-2.1	-21	12%	3%	-9%	3%
COc1ccccc1/C=C/C(=O)OC(C)CN1CCCCC1 (stereo not given)	-20%	2.2	-0.2	-7	4%	-3%	0%	11%
COc1ccc(CCNc2oc(-c3ccc(C)cc3)nc2C#N)cc1OC	?	-1.3	-0.9	3	4%	-2%	-16%	-17%
CC(C)(C)NC(=S)N/N=C\c1ccc(-c2ccc([N+](=O)[O-])cc2)o1	12%	-1.6	3.8	0	8%	20%	-3%	13%
COc1cc(NC(=O)Cc2ccccc2)c(C(=O)O)cc1OC	-7%	0.6	1.3	-9	-4%	?	2%	-4%
COc1cccc(NC(=O)CN(C)C(=O)CNC(=O)c2ccc3ccccc3c2)c1	3%	1.2	-0.8	6	5%	-1%	-7%	-2%
CCn1c(SCC(=O)c2cc(C)n(CC3CCCO3)c2C)nc2ccccc21 (stereo not given)	-3%	-1.9	-2.1	-4	3%	-16%	-7%	2%
O=S(=O)(Nc1nc2ccccc2nc1NCCO)c1cccc(Cl)c1	-3%	-1.5	-1.9	-5	-6%	-25%	-3%	6%

Screening results deposited in PubChem by National Center for Advancing Translational Sciences (NCATS).

These rows are one share of the data (hit frequency here may not be typical).
